Bioassay records (PubChem BioAssay)
AMA1-RON2 inh: AMA1-RON2 (P. falciparum) interaction inhibition. AlphaScreen AMA1-biotinylated RON2 peptide binding. AID 720542. hit rate 0.2% among 360,000. Potency, µM (titrated, usually from 58.2 µM), without a hit: at the highest dose activity change, negative = inhibition, actives largely listed as inhibitors;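 also: potency is read from the fitted curve at half-maximal effect; 0% = vehicle wells and -100% = peptide control; nearly all actives have a fitted effect of over 45% in size; some results filed as inactive show a strong effect at the top dose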
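AMA1 (3D7) with his tag at 25 nM final met compounds first, then biotinylated RON2 peptide at 25 nM; detection used donor plus acceptor beads, 10 µg/mL apiece, read by AlphaScreen after 30 min at room temperature.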
Giardia FBPA inh: inhibitors of Giardia lamblia fructose-1,6-bisphosphate aldolase. purified Giardia FBPA. AID 2451. Potency, µM (series often up to 59.6 µM), without a hit: at the highest dose activity, negative = inhibition, hits mostly inhibitors. A8B2U2. hit rate 0.71% among 290,000; also: potency is read from the fitted curve at half-maximal effect; nearly all actives have a fitted effect of over 55% in size
Target sequence (A8B2U2 whole entry, looked up): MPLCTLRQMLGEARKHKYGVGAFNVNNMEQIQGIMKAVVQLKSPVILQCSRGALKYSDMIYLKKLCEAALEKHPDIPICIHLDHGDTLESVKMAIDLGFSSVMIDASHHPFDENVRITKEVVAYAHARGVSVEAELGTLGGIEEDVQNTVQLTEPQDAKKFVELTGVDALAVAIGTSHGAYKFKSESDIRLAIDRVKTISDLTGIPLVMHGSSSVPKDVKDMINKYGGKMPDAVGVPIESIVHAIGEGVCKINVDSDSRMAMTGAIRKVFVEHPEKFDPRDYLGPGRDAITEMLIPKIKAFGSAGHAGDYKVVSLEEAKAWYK
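Giardia FBPA (40 nM reagent) was preincubated 10 min at RT with compound (up to 57.5 uM final), then substrate plus GAPDH/TPI/NAD/arsenate coupling system with diaphorase/resazurin was added; resorufin fluorescence (525/598 nm) was read after 20 min.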
AmpC inh no detg: inhibitors of E. coli AmpC beta-lactamase without detergent | P00811 | AmpC nitrocefin hydrolysis, absorbance 480 nm, 0.0001% Triton | Potency, µM (highest dose often 57.1 µM), for the others: at the highest dose activity change, negative = inhibition, usual class: inhibitors | hit rate 0.52% among 330,000 | AID 485341;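 also: potency is read from the fitted curve at half-maximal effect; plate controls were no compound for no effect and no enzyme for full effect; nearly all actives have a fitted effect of over 20% in size; some results filed as inactive show a strong effect at the top dose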
Target sequence (P00811 whole entry, looked up): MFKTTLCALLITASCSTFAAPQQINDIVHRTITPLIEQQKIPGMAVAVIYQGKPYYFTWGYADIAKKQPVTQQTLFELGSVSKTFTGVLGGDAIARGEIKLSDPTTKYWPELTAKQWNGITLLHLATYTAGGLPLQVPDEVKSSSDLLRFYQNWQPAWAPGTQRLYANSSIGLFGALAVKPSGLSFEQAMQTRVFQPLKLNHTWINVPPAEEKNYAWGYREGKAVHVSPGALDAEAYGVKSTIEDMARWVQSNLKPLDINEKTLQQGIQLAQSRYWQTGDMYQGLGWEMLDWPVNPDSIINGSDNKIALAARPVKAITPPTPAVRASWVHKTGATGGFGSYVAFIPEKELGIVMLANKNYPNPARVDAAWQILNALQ
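AmpC (5.3 nM in the dispensed reagent) in 20 mM phosphate pH 7.0 with 0.01% (detergent screen) or 0.0001% Triton X-100 was preincubated with compounds for 15 min at room temperature. Nitrocefin was then added from an 800 uM solution, and hydrolysis was followed at 480 nm.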
HCMV inh: blocks human cytomegalovirus replication | HFF cells, HCMV-luciferase reporter, 72 h; active compounds read low | activity change, negative = inhibition, % at 57.5 µM | hit rate 4.5% among 410,000; in the data active = activity change below about -60%; inconclusive = no clear call, values can overlap the other calls; inactive = above about -39%
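HFF cells seeded 16 h at 37C, treated with compounds, infected with luciferase-reporter HCMV at MOI 1 PFU/cell; luciferase read at 72 h post infection, normalized to buffer-only and Salinomycin controls.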
AmpC detergent: inhibitors of E. coli AmpC beta-lactamase with detergent; Potency, µM (highest dose often 114 µM), without a hit: at the top dose activity change, negative = inhibition, most hits filed as inhibitors; hit rate 0.041% among 370,000; P00811; AmpC hydrolysis of nitrocefin, absorbance 480 nm, 0.01% Triton; AID 485294;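 also: potency is read from the fitted curve at half-maximal effect; 0% = no-compound wells and -100% = no-enzyme wells; nearly all actives have a fitted effect of over 25% in size; some results filed as inactive show a strong effect at the top dose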
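20 mM phosphate pH 7.0 + 0.01% (detergent screen) or 0.0001% Triton X-100; 5.3 nM AmpC reagent; cpd preinc 15 min RT; nitrocefin (800 uM stock) to start; A480 q20 s × 4 min; Activity was normalised to no-enzyme and no-compound control wells.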
Sm TGR inh: S. mansoni TGR enzyme inhibition. Q962Y6. purified TGR, DTNB reduction, TNB absorbance 405 nm. Potency, µM (highest dose often 114 µM), without a hit: top-dose activity change, negative = inhibition, most hits filed as inhibitors. hit rate 3% among 360,000; also: potency is read from the fitted curve at half-maximal effect; nearly all actives have a fitted effect of over 60% in size
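Kinetic colorimetric format: TGR-catalysed, NADPH-driven DTNB reduction monitored via TNB absorbance. Enzyme dispensed at 20 nM; compound exposure 15 min at room temperature before reaction start.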
Starred values were filed as active, the others as inactive; ? = inconclusive; / = no result given; [ ] = dose if it differs, or a comment. Unless noted, calls follow the shape of the dose curve; as a rule, active = well fitted curve in the direction sought with a large enough effect; inconclusive = small, poorly fitted or top-dose-only effect, or another doubt; inactive = no such curve, though single readings can be large; an effect the other way counts as inactive or inconclusive. Unless noted, % is scaled to controls: 0 for no effect and ±100 for the full control effect.

SMILES | AMA1-RON2 inh | Giardia FBPA inh | AmpC inh no detg | HCMV inh | AmpC detergent | Sm TGR inh
CC(=O)c1c(OC(=O)c2ccc(C)cc2)c2ccccc2n1C | -1% | -4% | 24% | -19 | 9% | 9%
O=C(O)C1C2CCC(C2)C1C(=O)Nc1cc(F)ccc1F (stereo unspecified) | 12% | 5% | 1% | 14 | -15% | -8%
COc1ccc(-c2noc(CCC(=O)N3CCN(c4ccccc4C)CC3)n2)cc1 | -6% | / | 46% | 29 | / | /
N#Cc1c(C(F)(F)F)cc(=O)n2c1[nH]c1ccccc12 | 34%[activator] | -15% | -13% | -96* | -1% | -11%
COc1ccc(C(=O)OC(C)CN2CCN(C)CC2)cc1 (stereo unspecified) | -9% | ? | -8% | 36 | -14% | 9%
O=[N+]([O-])c1c(NCCO)cc(N2CCCCCC2)c2nonc12 | -4% | -22% | 0% | 10 | -12% | 7%
COc1ccc(CCNC(=O)c2ccc3c(c2)CCN3S(C)(=O)=O)cc1OC | / | / | / | -5 | 20% | -4%
Cc1cc(C)n(-c2ccc(C(=O)OCC(=O)NCc3ccc(F)cc3)cc2)n1 | 15% | 2% | 9% | -23 | -13% | 5%
C=CCn1c(SCC(C)=O)nc2scc(-c3ccco3)c2c1=O | -18% | -21% | 5% | 21 | -10% | 2.8µM*
O=C1CN(C(=O)c2ccc(Br)o2)C(c2ccc(F)cc2)c2cc(Cl)ccc2N1 (stereo unspecified) | 2% | 0% | -27% | -22 | 0% | ?
CCC(=O)NCCc1nc2cc(NC(=O)c3cccc([N+](=O)[O-])c3)ccc2n1C | 5% | 2% | 0% | 42 | 1% | -8%
CC(C)c1cccc(-c2ccc3c(c2)S(=O)(=O)c2cccc(C(=O)NCc4ccco4)c2C3=O)c1 | 1% | / | -29% | ? | / | /
COc1ccccc1-c1nc(-c2ccccc2)[nH]c(=O)c1C#N | 37%[activator] | 6% | -16% | 15 | 10% | 60%[activator]
COc1ccc(-n2c(C)cc(C(=O)CN3C(=O)NC4(CCc5ccccc54)C3=O)c2C)cc1 (stereo unspecified) | -17% | -28% | -21% | ? | 0% | -12%
CC1CCCCN1C(=O)C1CCCN(S(=O)(=O)c2cccc3nsnc23)C1 (stereo unspecified) | 10% | / | 8% | -3 | 3% | -1%
Cc1ccc(C2C=C(c3ccc(F)cc3)Nc3nc(CCCO)nn32)cc1 (stereo unspecified) | / | / | / | -10 | 9% | ?
O=C(Nc1nc2ccccc2s1)c1cnccn1 | 63%[activator] | 6% | -7% | 126 | -9% | -6%
CC(=O)N1CCCc2cc(S(=O)(=O)N3CCCC(C(=O)Nc4ccc(C)c(C)c4)C3)ccc21 (stereo unspecified) | / | / | / | 15 | -8% | 2%
O=C(CN1C(=O)COc2ccccc21)NCCN1CCOCC1 | -5% | / | -2% | -75* | 3% | -7%
CC1(C)N([O-])C(c2cccs2)=C[N+]1=O | -4% | 12% | -15% | -35 | -3% | 4%

Given in markdown: part of the list above.
| Compound | AMA1-RON2 inh | Giardia FBPA inh | AmpC inh no detg | HCMV inh | AmpC detergent | Sm TGR inh |
| --- | --- | --- | --- | --- | --- | --- |
| CC(=O)N1CCCc2cc(S(=O)(=O)N3CCCC(C(=O)Nc4ccc(C)c(C)c4)C3)ccc21 (stereo unspecified) | / | / | / | 15 | -8% | 2% |
| N#Cc1c(C(F)(F)F)cc(=O)n2c1[nH]c1ccccc12 | 34%[activator] | -15% | -13% | -96* | -1% | -11% |
| C=CCn1c(SCC(C)=O)nc2scc(-c3ccco3)c2c1=O | -18% | -21% | 5% | 21 | -10% | 2.8µM* |

New compounds follow
SMILES | AMA1-RON2 inh | Giardia FBPA inh | AmpC inh no detg | HCMV inh | AmpC detergent | Sm TGR inh
Cc1cc(COc2ccccc2OCCN2CCN(C)CC2)no1 | -5% | -4% | 0% | -33 | -5% | 2%
Cc1c(NC(=O)OCCNC(=O)COc2ccc(Cl)cc2Cl)sc(=S)n1C | -16% | 1% | -13% | ? | -5% | -31%
O=C(COc1ccccc1)NC1CCSc2ccccc21 (stereo unspecified) | -6% | / | -18% | -37 | -18% | 0%
Cc1ccc(C(=O)N/N=C\c2cccs2)cn1 | 29% | -1% | -17% | -34 | -14% | 1%
CN(C)CCOC(=O)NCC12CC3CC(CC(C3)C1)C2 | 0% | 5% | 16% | -20 | -9% | 1%
O=C(NNS(=O)(=O)c1ccc2ccccc2c1)c1cccs1 | -13% | -1% | -23% | -5 | ? | 1%
CC(C)(C)NC(=O)CN(C(=O)CCC(=O)Nc1nccs1)c1ccc(F)cc1 | -3% | 2% | -10% | 21 | ? | -17%
Cc1nc2ccc(S(=O)(=O)N(C)CC(=O)Nc3ccccc3F)cc2s1 | 4% | 2% | -15% | 43 | 2% | 11%
Cc1ccc(S(=O)(=O)N(CC(=O)NCCSc2ccccn2)c2ccc(C)c(C)c2)cc1 | 1% | -4% | 26% | -3 | -14% | -7%
O=C(OCC(=O)N1CCOCC1)c1ccc(Br)cc1 | -5% | 12% | -4% | -12 | ? | 1%
O=C(Nc1ccccc1F)c1oc2ccccc2c1NC(=O)C1CC1 | 24% | / | -5% | ? | -9% | 4%
O=C(CN1CCN(S(=O)(=O)N2CCCCC2)CC1)Nc1cc(Cl)cc(Cl)c1 | 4% | -6% | 43% | -23 | 1% | 5%
c1cnc(N2CC[N+]3(CCCC3)CC2)nc1 | 10% | 9% | -5% | 56 | -16% | -1%
COc1ccc(/C=C/CN2CCCC(C(=O)c3ccc(OC)c(F)c3)C2)cc1 (stereo unspecified) | -18% | 0% | 82%[activator] | -19 | -1% | -13%
COc1ccc(C2C(C#N)=C(N)Oc3c2oc(CO)cc3=O)c(OC)c1OC (stereo unspecified) | 39%[activator] | -23% | -1% | 12 | -6% | 4%
Cc1cccn2c(=O)c(C(=O)NC(C)c3ccccc3)c(O)nc12 (stereo unspecified) | / | / | / | -19 | 26% | 1%
CC1(C)C/C(=N\O)c2cc3c(nc2C1)CCCC3 | -10% | 6% | -13% | 37 | -5% | 2%
CCn1nc(C)c(CCC(=O)O)c1C | -4% | 0% | -10% | 10 | -6% | 0%[57.1 µM]
CCOC(=O)c1c(NC(=O)c2cccnc2)sc(C(C)=O)c1C | 5% | 5% | -22% | ? | -1% | -2%
COc1cc(/C=C/C(=O)OCC(=O)NCc2ccco2)ccc1OC(F)F | 11% | / | -5% | -14 | -1% | -9%
COCC(C)n1c(C)cc(C(=O)CSc2ccc(NC(C)=O)cc2)c1C (stereo unspecified) | -6% | 5% | 8% | -20 | -1% | -23%
COc1ccc(NC(=O)COc2coc(CN3CCc4ccccc43)cc2=O)cc1 | 5% | / | -15% | -13 | -12% | 0%
COc1cccc(C(=O)NCC(c2ccc(N(C)C)cc2)N2CCOCC2)c1OC (stereo unspecified) | / | / | / | 4 | 8% | -3%
COc1cc(OC)cc(C(=O)N[C@H](C(=O)OCC(=O)Nc2ccc(F)c(F)c2F)C(C)C)c1 | -15% | 0% | 15% | 34 | -9% | 0%
COc1cc(=O)[nH]c(=O)n1C(=O)Cc1ccccc1 | -27% | 10% | -16% | 54 | 0% | -2%
Cc1ccccc1N=C1SCC(=O)N1Cc1ccccc1 | 27% | 8% | -9% | -20 | -14% | 6%
COc1ccc(-n2c(C)cc(C(=O)COC(=O)c3cc(OC)c(OC)cc3NC(=O)c3cccs3)c2C)cc1 | -16% | 6% | -15% | -34 | -11% | -10%
O=C(NN1C(=O)C2C3CCC(O3)C2C1=O)c1ccc(Cl)cc1 (stereo unspecified) | -9% | 4% | -18% | 30 | ? | 5%
CC(=O)c1cccc(OCC(O)CN2CCN(S(=O)(=O)c3c(F)cccc3F)CC2)c1 (stereo unspecified) | ? | ? | 52% | 11 | -1% | -22%
O=C(CSc1nnnn1-c1cccnc1)Nc1ccc(F)cc1F | 3% | / | -16% | 7 | -11% | -12%
COc1ccc(NC(=O)c2ccc(-c3ccccc3C(F)(F)F)o2)cc1 | -5% | -2% | -12% | 59 | -11% | -25%
COC(=O)[C@@]12CCCN1[C@H](c1ccc(-c3ccccc3)cc1)[C@H]1C(=O)N(C)C(=O)[C@H]12 | -2% | / | 181%[activator] | -10 | -13% | -25%
O=C(/C=C/c1cccc([N+](=O)[O-])c1)NCCSc1ccccc1 | -3% | -3% | -35% | 61 | -4% | 0%
CCC(=O)N1N=C(c2ccc(C)o2)CC1c1ccc(Br)cc1 (stereo unspecified) | -11% | 6% | 16% | 25 | ? | -9%
CCCC(=O)Nc1ccccc1NC(=O)CCC | -1% | -2% | -14% | 35 | ? | -6%

Looked up by compound from the list above (5):
SMILES | AMA1-RON2 inh | Giardia FBPA inh | AmpC inh no detg | HCMV inh | AmpC detergent | Sm TGR inh
CC1(C)C/C(=N\O)c2cc3c(nc2C1)CCCC3 | -10% | 6% | -13% | 37 | -5% | 2%
COc1ccc(-n2c(C)cc(C(=O)CN3C(=O)NC4(CCc5ccccc54)C3=O)c2C)cc1 (stereo unspecified) | -17% | -28% | -21% | ? | 0% | -12%
COc1ccc(NC(=O)c2ccc(-c3ccccc3C(F)(F)F)o2)cc1 | -5% | -2% | -12% | 59 | -11% | -25%
O=[N+]([O-])c1c(NCCO)cc(N2CCCCCC2)c2nonc12 | -4% | -22% | 0% | 10 | -12% | 7%
COc1cc(OC)cc(C(=O)N[C@H](C(=O)OCC(=O)Nc2ccc(F)c(F)c2F)C(C)C)c1 | -15% | 0% | 15% | 34 | -9% | 0%

Exported with values under each structure: part of the list above
Results follow in this order: AMA1-RON2 inh | Giardia FBPA inh | AmpC inh no detg | HCMV inh | AmpC detergent | Sm TGR inh
- CC(=O)c1cccc(OCC(O)CN2CCN(S(=O)(=O)c3c(F)cccc3F)CC2)c1 (stereo unspecified)
    ? | ? | 52% | 11 | -1% | -22%
- O=C(CSc1nnnn1-c1cccnc1)Nc1ccc(F)cc1F
    3% | / | -16% | 7 | -11% | -12%
- COc1ccc(NC(=O)c2ccc(-c3ccccc3C(F)(F)F)o2)cc1
    -5% | -2% | -12% | 59 | -11% | -25%
- COC(=O)[C@@]12CCCN1[C@H](c1ccc(-c3ccccc3)cc1)[C@H]1C(=O)N(C)C(=O)[C@H]12
    -2% | / | 181%[activator] | -10 | -13% | -25%
